GluA2 TARP mod = modulators of GluA2-stargazin AMPA receptor complexes, primary screen, cell-based, membrane potential dye; 40,000 compounds, 3.5% hits; HEK293 GluA2+stargazin, membrane potential dye (FDSS), glutamate EC50; hits were called plate by plate, in both directions; Voltage-dependent calcium channel gamma-2 subunit (Mus musculus) + Glutamate receptor 2 …; calls only at 30 µM;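 active means any of four per-well response measures lying three or more SD from its plate-wide compound average, in either direction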
Target sequence (O88602 whole entry, looked up): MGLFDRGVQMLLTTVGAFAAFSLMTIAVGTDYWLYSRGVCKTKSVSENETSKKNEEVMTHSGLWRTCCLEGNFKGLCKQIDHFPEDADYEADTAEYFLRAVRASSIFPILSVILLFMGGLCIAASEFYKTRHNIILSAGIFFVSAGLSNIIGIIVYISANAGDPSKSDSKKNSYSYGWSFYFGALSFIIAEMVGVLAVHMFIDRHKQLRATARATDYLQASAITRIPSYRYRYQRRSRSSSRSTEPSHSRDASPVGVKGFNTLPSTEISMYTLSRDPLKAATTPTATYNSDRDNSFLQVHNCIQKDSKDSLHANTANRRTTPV
Target sequence (P19491 whole entry, looked up): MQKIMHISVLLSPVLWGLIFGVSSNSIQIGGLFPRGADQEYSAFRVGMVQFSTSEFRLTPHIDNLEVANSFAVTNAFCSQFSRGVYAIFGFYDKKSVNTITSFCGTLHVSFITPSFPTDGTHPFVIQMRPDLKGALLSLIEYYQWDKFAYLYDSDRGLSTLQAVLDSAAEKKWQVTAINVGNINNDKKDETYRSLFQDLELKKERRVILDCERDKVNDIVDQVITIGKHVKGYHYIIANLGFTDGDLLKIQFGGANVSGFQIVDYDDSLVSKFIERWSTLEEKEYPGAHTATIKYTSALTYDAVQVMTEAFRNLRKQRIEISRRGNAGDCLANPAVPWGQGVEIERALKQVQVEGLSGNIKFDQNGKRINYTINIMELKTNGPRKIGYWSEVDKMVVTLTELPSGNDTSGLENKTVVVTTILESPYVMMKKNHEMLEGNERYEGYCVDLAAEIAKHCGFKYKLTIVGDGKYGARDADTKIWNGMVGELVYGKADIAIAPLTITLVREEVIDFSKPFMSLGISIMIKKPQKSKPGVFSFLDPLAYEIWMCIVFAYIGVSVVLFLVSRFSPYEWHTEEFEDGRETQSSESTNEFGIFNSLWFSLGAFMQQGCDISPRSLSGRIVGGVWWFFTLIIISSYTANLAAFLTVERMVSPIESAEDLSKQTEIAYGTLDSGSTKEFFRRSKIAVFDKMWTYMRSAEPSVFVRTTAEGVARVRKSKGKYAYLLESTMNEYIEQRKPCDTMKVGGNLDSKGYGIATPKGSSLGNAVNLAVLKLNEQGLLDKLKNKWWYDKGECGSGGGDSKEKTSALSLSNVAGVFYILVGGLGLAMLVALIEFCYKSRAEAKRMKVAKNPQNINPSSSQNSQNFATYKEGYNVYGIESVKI
GluA2 TARP mod agonism max-min = further read-out of GluA2 TARP mod, marked with its call; compound max-min signal; compound-alone response (agonism);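 unitless range of fluorescence divided by baseline over first 100 seconds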
GluA2 TARP mod glutamate slope = second read-out of GluA2 TARP mod, no call of its own (marks repeat the call); glutamate slope, % of max; measured here: glutamate response slope, % max;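 scaled per plate between vehicle wells and maximal 1 mM glutamate control wells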
* = called active by the depositor; i = inactive; + = active, no number.

SMILES	GluA2 TARP mod	GluA2 TARP mod agonism max-min	GluA2 TARP mod glutamate slope
O=C1Nc2ccc(S(=O)(=O)Nc3ccc(N4CCOCC4)cc3)c3cccc1c23	i	0.12	44
CN1C(=O)Cc2cc(NS(=O)(=O)C3CCCCC3)ccc21	i	0.047	55
COc1cccc(C(CNS(=O)(=O)c2ccc(Cl)s2)N2CCOCC2)c1 (stereo not drawn)	i	0.1	-11
CC1CCCCN1CC(O)COc1ccc(C23CC4CC(CC(C4)C2)C3)cc1 (stereo not drawn)	i	0.083	45
COc1cccc2cc(C(=O)N3CCC4(CC3)OCCN4S(=O)(=O)c3cccs3)c(=O)oc12	i	0.085	56
O=C(NCC1CCN(C(=O)Nc2ccc(F)cc2)CC1)C(=O)Nc1ccon1	i	0.084	57
CCc1cc2c(C)cc(=O)oc2cc1OCC(=O)c1ccc(OC)cc1	i	0.097	47
COc1ccc(CCNC(=O)N2CCC(c3nnc(C4CC4)o3)CC2)cc1	i	0.065	60
O=C(NCCN1CCOCC1)c1nn(-c2ccc(F)cc2)cc1OCc1ccccc1	i	0.072	39
COc1ccccc1NC(=O)C(=O)NCC1CCN(C(=O)c2cccnc2)CC1	i	0.085	68
Cc1ccc(Cl)cc1NC(=O)C(=O)NCC1CCN(Cc2cccs2)CC1	i	0.071	59
COc1cn(-c2ccc(F)cc2)nc1C(=O)Nc1ccc(Cl)c(Cl)c1	i	0.097	61
N#Cc1ccccc1Cn1c(=O)n(CCCC(=O)NCc2ccccc2)c(=O)c2sccc21	i	0.11	66
COc1ccc(CCS(=O)(=O)NCC2CCN(C(C)C)CC2)cc1	i	0.054	68
O=C(Nc1ccc(N2CCN(Cc3ccccc3)CC2)cc1)c1ccccc1[N+](=O)[O-]	i	0.096	34
CC(=O)c1ccc(NC(=O)c2nnn(-c3ccccc3)c2CSc2ncccn2)cc1	i	0.077	59
CCOc1ccc(-c2ccc(=O)n(CC(=O)Nc3cccc(C)c3)n2)cc1	i	0.047	46
Cc1ccc([N+](=O)[O-])cc1NC(=O)c1ccc(N2CCCCS2(=O)=O)cc1	i	0.13	64
CCOc1ccc(C(=O)Nc2ccc(N3CCCC3=O)cc2)cc1OCC	i	0.11	51
COc1cccc(-c2nc(Cn3nnc(C(=O)Nc4ccc(C)c(F)c4)c3C)c(C)o2)c1OC	i	0.15	53
CCOC(=O)c1sc(NC(=O)Cc2ccc(OCC)cc2)cc1C	i	0.13	59
CCc1ccc(N2CC(C)Cn3c2nc2c3c(=O)n(CC(=O)OC)c(=O)n2C)cc1 (stereo not drawn)	i	0.11	73
COc1cc(OC)cc(C(=O)N2CCCN(CCn3cccn3)CC2)c1	i	0.11	78
O=C(c1ccccc1Cl)N1CCC(c2nnc(-c3ccco3)o2)CC1	i	0.094	39
Cc1ccc(CCNC(=O)CCCn2c(=O)[nH]c3ccccc3c2=O)cc1	i	0.089	54
Cc1cc(C)n(CCN2CCCN(S(C)(=O)=O)CC2)n1	i	0.13	58
NC(=O)Cc1csc(NC(=O)c2ccc3c(c2)ncn3-c2ccccc2)n1	i	0.11	78
COc1cccc2sc(N(Cc3cccnc3)C(=O)c3cc(C)nn3C)nc12	i	0.035	61
CCc1nc2c(c(=O)c3ccccc3n2C)c(=O)n1Cc1ccco1	i	0.092	37
Cc1nc2c(c(=O)c3ccccc3n2C)c(=O)n1C(C)c1ccccc1 (stereo not drawn)	i	0.23	81
O=C(NCC1CCN(C(=O)Nc2ccc(F)cc2)CC1)Oc1ccccc1	i	0.063	65
Cc1ccccc1-n1nc2c(c1-n1cccc1)CN(C(=O)c1ccc(=O)[nH]n1)C2	i	0.076	60
COc1cccc(N2CCCn3c2nc2c3c(=O)n(C)c(=O)n2C)c1	i	0.093	35
OCCCc1nc2ccccc2n1Cc1ccccc1F	i	0.036	25
CCOc1ccc2ccccc2c1C(=O)Nc1ccc(CC(=O)NC2CC2)cc1	i	0.076	49
COCc1cnc2c(c1SCC(=O)Nc1ccccc1C(F)(F)F)c(=O)n(C)c(=O)n2C	i	0.04	54
CCCCNC(=O)/C(C#N)=C/N1CCN(/C=C/c2ccccc2)CC1	i	0.088	71
COc1ccc(OC)c(S(=O)(=O)N2CCN(c3ccc4nnc(C5CC5)n4n3)CC2)c1	i	0.14	43
O=C(CCc1ccccc1)N1CCC(COCc2ccccc2)CC1	i	0.061	49
CN1CCc2c(sc(NC(=O)c3ccnn3C)c2-c2nc3ccccc3s2)C1	i	0.15	74
COCCN1CCC(CNS(=O)(=O)c2c(C)cc(C)cc2C)CC1	i	0.04	48
CCC(=O)c1ccc(OCC(O)CN2CCOCC2)cc1 (stereo not drawn)	i	0.034	36
CCS(=O)(=O)N1CCCc2cc(NS(=O)(=O)c3ccccc3)ccc21	i	0.076	56
CC(C)N(C(=O)C(=O)c1c[nH]c2ccccc12)C(C)C	i	0.13	66
CC(C)(C)NC(=O)N1CCC(CNC(=O)c2cnccn2)CC1	i	0.12	57
CN(C)S(=O)(=O)N1CCN(Cc2nnnn2-c2ccc(F)cc2)CC1	i	0.039	73
Cc1ccc(Cn2nnc3c(SCC(=O)NCC4CCCO4)ncnc32)cc1 (stereo not drawn)	i	0.039	47
O=C(NC(=S)Nc1ncccn1)c1ccccc1Cl	i	0.082	56
CC1CCc2c(sc(NC(=O)CN3C(=O)c4ccccc4C3=O)c2-c2nc3ccccc3s2)C1 (stereo not drawn)	i	0.11	74
Cc1ccc(Cc2nnc(NC(=O)Cc3ccccc3Cl)o2)c(C)c1	i	0.093	71
CC(=O)Oc1ccc2c(c1)O/C(=C\c1ccc(C(C)C)cc1)C2=O	i	0.11	57
O=C(CSC(F)(F)C(F)(F)C(F)(F)F)N1CCOCC1	i	0.097	62
CN(C)CCN(C(=O)CCCS(=O)(=O)c1ccc(Cl)cc1)c1nc2ccccc2s1	i	0.087	47
COc1ccccc1NS(=O)(=O)c1cc(N)ccc1N1CCCCC1	i	0.12	63
O=C(Nc1cccc2nsnc12)C1CCCN(c2ccc(-n3cccn3)nn2)C1 (stereo not drawn)	i	0.056	59
C=CCOCC(O)CN1CCN(CCO)CC1 (stereo not drawn)	i	0.094	70
O=C(Nc1ccccc1C(F)(F)F)C1CN(C(=O)c2cccs2)C1	i	0.058	57
Cc1cccc(CS(=O)(=O)NCC(C)(O)C2CC2)c1 (stereo not drawn)	i	0.097	65
O=C(/C=C/c1ccco1)NCCC(O)c1cccs1 (stereo not drawn)	i	0.11	59
Cc1cc(C)cc(-n2ncc3c2ncn2nc(-c4ccco4)nc32)c1	i	0.12	49

Going on with the list:
SMILES	GluA2 TARP mod	GluA2 TARP mod agonism max-min	GluA2 TARP mod glutamate slope
CNC(=O)Cc1ccc(NC(=O)C2(c3ccccc3)CCOCC2)cc1	i	0.099	68
O=C(NCCc1ccccc1)C(=O)NCC(O)(c1ccco1)C1CC1 (stereo not drawn)	i	0.11	63
Cn1cccc1C(CNC(=O)C(=O)Nc1ccccc1F)N1CCc2ccccc2C1 (stereo not drawn)	i	0.073	63
COc1cccc(NC(=O)NCC2CCN(S(=O)(=O)C3CC3)CC2)c1OC	i	0.069	42
CC(=O)N1CC(C(N)=O)C1	i	0.13	57
O=C(CS(=O)(=O)c1ccc2c(c1)S(=O)(=O)N=CN2)N1CCC(Cc2ccccc2)CC1	i	0.044	64
COc1ccc(C)cc1NC(=O)CC1COc2ccccc2O1 (stereo not drawn)	i	0.034	54
Cc1ccc(S(=O)(=O)c2ccc(C(=O)N3CCOCC3)cn2)cc1C	i	0.042	45
COc1ccccc1S(=O)(=O)NCC1(c2ccc(F)cc2)CC1	i	0.09	42
COc1ccccc1/C=C1\SC(=S)N(c2ccc(C)cc2)C1=O	i	0.074	53
Cc1ccsc1C(O)CNC(=O)c1ccc(S(=O)(=O)N(C)C)cc1 (stereo not drawn)	i	0.11	58
COc1cn(CC(=O)NCc2ccccc2)c(CSc2nc(C)cc(C)n2)cc1=O	i	0.06	62
Cc1cc(C)c2c(n1)nn1c(NCCCN(C)C)cc(C)nc21	+	0.38*	72*
CC(C)(C)C(=O)N1CCc2ccc(NC(=O)c3cccs3)cc21	i	0.043	38
CNC(=O)C(=O)NCC1CCN(c2cnccn2)CC1	i	0.11	58
Cc1ccc(C)c2sc(N(CCN3CCOCC3)C(=O)CCc3ccccc3)nc12	i	0.12	63
Cc1cc(S(=O)(=O)NCC(O)c2ccc(C(F)(F)F)cc2)ccc1F (stereo not drawn)	+	0.26*	41*
C=CCNC(=O)Cn1cc(OC)c(=O)cc1CSc1ncccn1	i	0.051	47
Cc1ccc(N2CC(C(=O)NCCC(O)C3CC3)CC2=O)cc1C (stereo not drawn)	i	0.11	66
O=C(NCc1ccc2c(c1)OCO2)C(=O)NCC1(O)CCOCC1	i	0.14	61
COc1ccc(CNC(=O)C(=O)Nc2cc3c4c(c2)CCC(=O)N4CCC3)cc1	i	0.057	55
COc1ccc(CCC(=O)Nc2ccc(N3CCCC3=O)c(C)c2)cc1	i	0.094	63
Cc1cc(NC(=O)Cc2ccc3c(c2)OCO3)on1	i	0.11	55
COC(=O)N1CCC(CNS(=O)(=O)c2ccc(F)c(C)c2)CC1	i	0.092	59
CCOc1ccc(-n2c(C)c(C)n3c4c(=O)n(CCN5CCCCC5)c(=O)n(C)c4nc23)cc1	i	0.078	37
COc1ccccc1CNC(=O)C(=O)N1CCN(C(c2ccccc2)c2ccccc2)CC1	i	0.072	75
CSc1cccc(NC(=O)C(=O)NC2CCCCCC2)c1	i	0.079	49
COc1ccc(NC(=O)CSc2nccn(-c3ccc(F)cc3)c2=O)cc1OC	i	0.038	34
Cn1c(-c2c(N)n(Cc3ccco3)c3nc4ccccc4nc23)nc2ccccc21	i	0.15	49
COCCNc1oc2c(c1-c1cccc(OC)c1OC)c(=O)oc1ccccc12	i	0.12	65
COc1ccc(NC(=O)c2cc(Cl)ccc2[N+](=O)[O-])cc1N1CCCCC1=O	i	0.044	49
CN(CC(=O)N(CCN1CCOCC1)c1nc2c(Cl)cccc2s1)S(C)(=O)=O	i	0.066	49
NC(=O)c1ccc(NC(=O)CCc2csc(NS(=O)(=O)c3ccccc3)n2)cc1	+	0.19*	64*
O=C(Nc1ccc(S(=O)(=O)NC2CCCCC2)cc1)C1CCCO1 (stereo not drawn)	+	0.11*	56*
CSc1ccccc1NC(=O)c1ccc(COc2ccc(C)cc2)o1	i	0.08	69
COc1ccc(S(=O)(=O)N2CCCC2CNC(=O)c2cccc(Cl)c2)cc1 (stereo not drawn)	i	0.11	68
Cc1ccc(S(=O)(=O)N2CCC(C(=O)Nc3ccccc3S(C)(=O)=O)CC2)cc1	i	0.1	49
COC1CS(=O)(=O)CC1OC (stereo not drawn)	+	0.027*	18*
O=C(CN1CCC(c2nnc(-c3ccc(F)cc3)o2)CC1)NCc1ccc2c(c1)OCO2	i	0.079	63
CCOc1ccc(NC(=O)c2ccc3c(=O)n4nc(Nc5ccccc5OC)sc4nc3c2)cc1	i	0.025	38
COCC(=O)N1CCN(c2ccc(-c3noc(C(C)C)n3)cn2)CC1	i	0.14	59
Cc1oc(-c2cc(Cl)ccc2Cl)cc1C(=O)N1CCOCC1	i	0.044	47
Cc1cc2c(cc1C)NC(CC(=O)NCC(C)C)C(=O)N2 (stereo not drawn)	i	0.09	53
Cc1nn(S(=O)(=O)N2CCOCC2)c(C)c1Br	i	0.1	60

Compounds above that contain two or more sulfur atoms, in the order listed:
SMILES	GluA2 TARP mod	GluA2 TARP mod agonism max-min	GluA2 TARP mod glutamate slope
COc1cccc(C(CNS(=O)(=O)c2ccc(Cl)s2)N2CCOCC2)c1 (stereo not drawn)	i	0.1	-11
COc1cccc2cc(C(=O)N3CCC4(CC3)OCCN4S(=O)(=O)c3cccs3)c(=O)oc12	i	0.085	56
CN1CCc2c(sc(NC(=O)c3ccnn3C)c2-c2nc3ccccc3s2)C1	i	0.15	74
CCS(=O)(=O)N1CCCc2cc(NS(=O)(=O)c3ccccc3)ccc21	i	0.076	56
CC1CCc2c(sc(NC(=O)CN3C(=O)c4ccccc4C3=O)c2-c2nc3ccccc3s2)C1 (stereo not drawn)	i	0.11	74
CN(C)CCN(C(=O)CCCS(=O)(=O)c1ccc(Cl)cc1)c1nc2ccccc2s1	i	0.087	47
O=C(CS(=O)(=O)c1ccc2c(c1)S(=O)(=O)N=CN2)N1CCC(Cc2ccccc2)CC1	i	0.044	64
COc1ccccc1/C=C1\SC(=S)N(c2ccc(C)cc2)C1=O	i	0.074	53
Cc1ccsc1C(O)CNC(=O)c1ccc(S(=O)(=O)N(C)C)cc1 (stereo not drawn)	i	0.11	58
CN(CC(=O)N(CCN1CCOCC1)c1nc2c(Cl)cccc2s1)S(C)(=O)=O	i	0.066	49
NC(=O)c1ccc(NC(=O)CCc2csc(NS(=O)(=O)c3ccccc3)n2)cc1	+	0.19*	64*
Cc1ccc(S(=O)(=O)N2CCC(C(=O)Nc3ccccc3S(C)(=O)=O)CC2)cc1	i	0.1	49

Screening data deposited in PubChem BioAssay by Vanderbilt High Throughput Screening Facility.

These rows are one share of the data. The share of hits here may be higher or lower than overall.
